Bioassay records (PubChem BioAssay)
PP5 primary: PP5 (human) phosphatase inhibition. P53041. purified PP5c, OMFP substrate fluorescence. 320,000 compounds, 0.18% hits. inhibition, % at 6.7 µM;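 active = inhibition above the campaign's mean inhibition across all tested compounds plus 3 SD, cut at about 9.5% in these data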;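 note: 0% = DMSO only and 100% = 100 µM cantharidin control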
TPT1 inhibitor: inhibitors of Candida albicans tRNA 2'-phosphotransferase TPT1. 300,000 compounds, 0.81% hits. recombinant caTPT1, FP RNA substrate dephosphorylation. AID 1962. inhibition, % at 5 µM;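 active = inhibition above the mean of all tested compounds plus 3 SD, set per screening campaign, cut at about 24% in these data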;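 note: plate controls were DMSO alone for no effect and ferristatin control at 100 nM for full effect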
PP1 counter: blocks human PP1-alpha phosphatase, a PP5 counter-screen | purified PP1alpha, OMFP fluorescence | inhibition, % at 6.7 µM | 320,000 compounds, 0.9% hits;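 active = inhibition above the mean inhibition of all tested compounds plus 3 SD, computed separately for each screening campaign, cut at about 15% in these data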
AHR activator: activators of human aryl hydrocarbon receptor | 320,000 compounds, 2.5% hits | AHR-responsive luciferase reporter cells, luminescence | activation, % at 5 µM; in the data active = activation above about 47%;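 note: 0% = vehicle wells and 100% = reference agonist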
Target sequence (P35869 whole entry, looked up): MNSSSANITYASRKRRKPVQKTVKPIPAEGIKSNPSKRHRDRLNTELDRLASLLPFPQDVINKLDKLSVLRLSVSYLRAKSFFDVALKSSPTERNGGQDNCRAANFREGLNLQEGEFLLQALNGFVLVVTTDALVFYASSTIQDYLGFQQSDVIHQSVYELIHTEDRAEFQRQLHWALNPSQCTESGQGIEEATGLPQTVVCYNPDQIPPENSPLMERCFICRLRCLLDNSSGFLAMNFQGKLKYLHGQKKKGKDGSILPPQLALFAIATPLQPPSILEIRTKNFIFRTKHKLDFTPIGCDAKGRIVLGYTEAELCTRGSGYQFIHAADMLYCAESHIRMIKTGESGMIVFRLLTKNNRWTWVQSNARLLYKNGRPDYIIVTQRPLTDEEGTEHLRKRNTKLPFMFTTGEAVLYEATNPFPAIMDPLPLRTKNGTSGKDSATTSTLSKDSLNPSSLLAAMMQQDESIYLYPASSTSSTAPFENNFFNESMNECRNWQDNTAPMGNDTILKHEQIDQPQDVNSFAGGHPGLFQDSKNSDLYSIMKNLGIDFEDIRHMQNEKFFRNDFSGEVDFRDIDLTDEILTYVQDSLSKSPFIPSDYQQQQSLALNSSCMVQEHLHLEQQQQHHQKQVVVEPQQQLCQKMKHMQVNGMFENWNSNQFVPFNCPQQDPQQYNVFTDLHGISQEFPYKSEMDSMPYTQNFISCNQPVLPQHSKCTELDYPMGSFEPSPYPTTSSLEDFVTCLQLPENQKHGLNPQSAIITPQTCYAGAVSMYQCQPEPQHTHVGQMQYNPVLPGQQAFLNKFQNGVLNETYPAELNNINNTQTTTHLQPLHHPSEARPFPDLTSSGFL
proCasp3 act: procaspase-3 (human) activation | P42574 | recombinant procaspase-3 D3A, Ac-DEVD-pNA absorbance 405 nm | activation, % at 8.5 µM | 330,000 compounds, 0.11% hits | AID 463141;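 active = activation above the mean of all tested compounds plus 3 SD, cut at about 21% in these data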;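 note: 0% = DMSO alone and 100% = DMSO wells spiked with extra 5 µM PC-3 D3A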
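Assay system – Procaspase-3 D3A mutant · Benchmarks – DMSO low control, extra-enzyme high control · Technique – 405 nm absorbance of p-nitroaniline, reads at 0 and 120 min · Doses – 8.5 µM nominal · Measure – % activation between DMSO and enzyme-spiked controls · Also added – Ac-DEVD-pNA chromogenic peptide substrate · Schedule – 1 h compound preincubation, 2 h substrate hydrolysis at 25 °C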
PAFAH2 FP inh: inhibitors of human PAFAH2 | Q99487 | recombinant PAFAH2, FP-rhodamine activity probe, fluorescence polarization | inhibition, % at 3.39 µM | 340,000 compounds, 0.99% hits | AID 492956;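 active = inhibition above the mean over all tested compounds plus 3 SD, cut at about 30% in these data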;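 note: inhibitors block probe labeling of enzyme so polarization drops; 0% = enzyme with DMSO and 100% = wells lacking PAFAH2 protein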
core dimer inh: HCV core protein dimerization inhibition. AID 1899. 300,000 compounds, 0.33% hits. TR-FRET GST/Flag-core106 dimerization, 1536-well. inhibition, % at 5 µM;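 active = inhibition above the mean of all tested compounds plus 3 SD, set per screening campaign, cut at about 45% in these data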
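System: GST-tagged and Flag-tagged HCV core protein residues 1-106 / Input: core106 proteins, GST 13.5 nM and Flag 17 nM / Buffer or medium: KF-containing HEPES buffer, pH 7.45, DTT, CHAPS, BSA / Probe or stimulus: Eu-anti-GST and XL665-anti-Flag labelled anti-tag antibodies / Schedule: 4 h, 22.5 °C incubation / Technique: TR-FRET 671 and 617 nm emission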
procasp7 counter: activates human procaspase-7, counter-screen for procaspase-3 activators. P55210. recombinant procaspase-7, Ac-DEVD-pNA absorbance 405 nm; D23A/D198A/D206A triple mutant, cannot self-cleave; scale: DMSO 0, 5 µM enzyme 100. activation, % at 8.5 µM. 330,000 compounds, 0.093% hits;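 active = percent activation above the screen-wide mean plus 3 SD, cut at about 25% in these data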
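Material: Procaspase-7 triple mutant (PC-7 D3A) | Quantity: 2 µM procaspase-7 mutant as dispensed | Reagent: DEVD-pNA substrate | Times: 1 h preincubation, 2 h reaction | Technique: 405 nm absorbance of p-nitroaniline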
Fh CTSL1 inh: cathepsin L1 inhibition, PFM18AAP counter-screen | recombinant F. hepatica cathepsin L1, Z-Leu-Arg-MCA fluorescence | inhibition, % at 5.96 µM | 300,000 compounds, 0.49% hits | AID 1906;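 active = inhibition above the mean of all tested compounds plus 3 SD, set per screening campaign, cut at about 17% in these data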;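 note: 0% = plate median of test compound wells and 100% = 1 µM Z-Phe-Ala-diazomethylketone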
Active calls of the source: *; . = not tested or not shown.

The opening 3 compounds as a preview:
item	molecule	PP5 primary	TPT1 inhibitor	PP1 counter	AHR activator	proCasp3 act	PAFAH2 FP inh	core dimer inh	procasp7 counter	Fh CTSL1 inh
1	Cc1ccnc(N2CCCC(C(=O)NC3CC3)C2)n1 (stereo not given)	-0.7	-3	11	1	2	-1	-2	5	-1
2	CCC(=O)N1CCN(c2ccc(NC(=O)c3cc4ccccc4o3)cc2Cl)CC1	5.2	2	2	-12	8	3	13	9	5
3	Cc1cc(NC(=O)c2cccc(S(=O)(=O)N3CCOCC3)c2)c2ccccc2n1	1.3	4	-1	3	-1	-4	-2	11	-2

The list itself, from the start:
item	molecule	PP5 primary	TPT1 inhibitor	PP1 counter	AHR activator	proCasp3 act	PAFAH2 FP inh	core dimer inh	procasp7 counter	Fh CTSL1 inh
1	Cc1ccnc(N2CCCC(C(=O)NC3CC3)C2)n1 (stereo not given)	-0.7	-3	11	1	2	-1	-2	5	-1
2	CCC(=O)N1CCN(c2ccc(NC(=O)c3cc4ccccc4o3)cc2Cl)CC1	5.2	2	2	-12	8	3	13	9	5
3	Cc1cc(NC(=O)c2cccc(S(=O)(=O)N3CCOCC3)c2)c2ccccc2n1	1.3	4	-1	3	-1	-4	-2	11	-2
4	O=C(Cc1cccc(NC(=O)C2CCN(C(=O)c3ccccc3)CC2)c1)Nc1cccc(C(=O)N2CCCC2)c1	0.1	.	-14	0	1	4	.	3	.
5	Cc1cc(C)c(OCC(=O)Nc2ccccc2N2CCCCC2)c(C)c1	1.3	5	-4	3	-10	3	-6	2	4
6	COC(=O)c1onc(-c2c(C)cc(C)cc2C)c1C(=O)OC	3.0	4	-5	-1	-6	2	2	10	0
7	NS(=O)(=O)c1ccc(CCNC(=O)CCCC2=NS(=O)(=O)c3ccccc3N2)cc1	-1.7	0	-2	1	-7	-9	-1	0	0
8	CN(C)C(CNC(=O)C1CCN(S(=O)(=O)c2cccc(Cl)c2Cl)CC1)c1ccccc1 (stereo not given)	1.6	1	-1	-2	-1	8	0	-3	0
9	COc1ccc(Cc2nnc(NS(=O)(=O)c3ccccc3)s2)cc1	0.1	0	-1	1	1	2	1	0	-4
10	O=S(=O)(NCCCc1ccccc1)c1ccccc1	0.4	-4	0	2	-3	12	4	4	-1
11	COc1ccc(Nc2nc(N)nc(CSC(=S)N3CCCCC3C)n2)cc1 (stereo not given)	0.2	-4	1	12	-3	24	1	12	0
12	CC(=O)NC(c1ccco1)c1cc(Cl)c2ccccc2c1O (stereo not given)	0.6	.	-1	37	-17	-5	.	-26	.
13	COc1ccc(NC(=O)CC2SC(N3CCCCC3)=NC2=O)cc1OC (stereo not given)	-0.4	.	-2	0	10	-13	.	5	.
14	CC(C)Cc1nc(C(N)=O)c2[nH]c(=O)n(-c3ccc(F)cc3)c2n1	2.1	-1	-5	5	2	-3	-3	5	-2
15	CC1(C)CC(=O)C2=C(C1)OC(N)=C(C#N)C21C(=O)N2CCCc3cccc1c32 (stereo not given)	2.2	1	-3	-3	1	6	-1	0	0
16	Cc1cc(C(=O)NCCCOC(C)C)c2ccccc2n1	0.8	-1	0	5	-5	-8	1	-6	-10
17	Cc1occc1C(=O)NNC(=O)C1CCCCC1	0.1	0	0	1	0	-4	-9	9	-2
18	CCOc1ccc(N2CC(C(=O)NC3CCCCCC3)CC2=O)cc1 (stereo not given)	0.6	-3	-1	0	3	5	-9	-1	5
19	COC(=O)c1ccccc1NC(=O)N1c2ccccc2CC1C (stereo not given)	2.3	-4	3	14	6	5	-2	0	0
20	O=C(Nc1c(-c2ccc(F)cc2)nc2ccccn12)c1ccc(F)cc1	1.4	-2	7	2	1	-6	-3	7	-1
21	O=C(NCCc1csc(-c2cccnc2)n1)c1cccs1	1.5	0	-7	10	9	4	-14	-3	-7
22	COc1ccc([C@@H]2CC=C(C(=O)O)[C@H](c3ccc(Cl)cc3)N2S(=O)(=O)c2ccc(Cl)cc2)cc1	0.3	-2	2	1	-3	3	-1	4	3
23	N#Cc1ncc(C(F)(F)F)cc1Oc1cccnc1	3.5	1	-2	0	3	-2	-1	3	-2
24	Cc1cc(NC(=O)CN2C(=O)NC3(CCCCC3)C2=O)no1	3.0	-1	1	-3	1	-3	-3	-7	-1
25	O=C(CSc1nnc(-c2ccncc2)n1CC1CCCO1)Nc1cccc(O)c1 (stereo not given)	1.3	1	-4	-2	-2	0	2	7	0

Reprinted from the part before: two entries, then new ones.
item	molecule	PP5 primary	TPT1 inhibitor	PP1 counter	AHR activator	proCasp3 act	PAFAH2 FP inh	core dimer inh	procasp7 counter	Fh CTSL1 inh
24	Cc1cc(NC(=O)CN2C(=O)NC3(CCCCC3)C2=O)no1	3.0	-1	1	-3	1	-3	-3	-7	-1
25	O=C(CSc1nnc(-c2ccncc2)n1CC1CCCO1)Nc1cccc(O)c1 (stereo not given)	1.3	1	-4	-2	-2	0	2	7	0
26	C[C@H](NC(=O)c1ccccc1F)C(=O)N1CCC2(CC1)NCCc1[nH]cnc12	2.5	-1	1	1	6	6	5	0	-2
27	O=c1oc2cccnc2n1CCS(=O)(=O)c1ccc(F)cc1	1.7	-1	0	-1	6	3	0	0	2
28	CCc1ccc(NC(=O)CC2C(=O)N(c3ccc(C)cc3)C(=O)N2CCc2ccncc2)cc1 (stereo not given)	1.7	0	-2	2	-1	4	-5	9	-4
29	CCc1nn(CCCC(=O)NCc2ccc(OC(C)C)cc2)c(=O)c2cc3occc3n12	0.5	1	1	-8	0	2	6	-3	2
30	O=C(CSc1nnnn1CCCO)Nc1ccc2c(c1)OCO2	0.0	-5	-2	55*	5	4	3	0	0
31	CCN1CCN(c2nc(Nc3ccc(NC(C)=O)cc3)nc(Nc3ccc(NC(C)=O)cc3)n2)CC1	0.1	-3	3	3	1	-4	-3	2	-3
32	CCc1cccc(NC(=O)CCCn2c(=O)[nH]c3ccsc3c2=O)c1	1.5	-4	-2	-3	6	12	-6	5	-3
33	Cc1nc(-c2ccc(S(=O)(=O)Nc3cccc(S(N)(=O)=O)c3)s2)cs1	0.3	-2	0	-1	-8	.	0	-3	-1
34	O=C(CCNS(=O)(=O)c1cccc2nsnc12)NC1CCN(Cc2ccccc2)CC1	2.1	-6	-4	-3	-3	-1	-4	7	-1
35	CSc1nc(N)c(C(=O)Nc2ccc([N+](=O)[O-])cc2)s1	4.0	3	3	6	-1	1	2	6	1
36	O=C(CNCc1ccc(F)cc1)Nc1ccccc1-c1ccccc1	3.5	-5	1	0	8	0	4	-3	1
37	NC(=O)c1c(NC(=O)c2ccccc2)sc2c1CCC2	6.0	0	3	125*	-22	10	1	-31	3
38	O=C(NCc1ccc(F)cc1)c1ccc(Br)o1	-2.3	-2	-1	2	-1	-3	-1	12	0
39	Cc1ccc(OCCn2cnc3sc(C(N)=O)c(C)c3c2=O)cc1	1.2	-1	-5	2	-4	.	2	11	1
40	Cc1c(C(=O)N2CCN(C)CC2)oc2ccc(S(=O)(=O)N3CCOCC3)cc12	-3.4	3	-5	0	-4	0	3	-4	2
41	Clc1ccc(C2CC(c3ccco3)n3ncnc3N2)cc1Cl (stereo not given)	-1.0	-3	7	6	-4	-10	-3	-3	7
42	CC1=Nc2cc(C(=O)NCCCN3CCOCC3)ccc2Sc2c(C)ccc(C)c21	0.1	1	-4	0	-2	2	-8	0	-6
43	CCN(Cc1ccccc1)C(=O)CCS(=O)(=O)c1ccc2c(c1)n(C)c(=O)c(=O)n2C	-2.3	-3	0	3	7	-3	-19	5	-2
44	CSc1ccc(S(=O)(=O)NCC(=O)OCC(=O)N(C)CC(=O)Nc2ccccc2Cl)cc1[N+](=O)[O-]	2.0	-3	-2	5	-3	4	-3	-6	-14
45	COc1cccc(C(=O)O/N=C2\CCS(=O)(=O)c3sccc32)c1	-1.6	0	1	1	0	70*	2	8	-7
46	Cc1ccccc1-n1c(SCC(=O)N2CCC(C(=O)O)CC2)nnc1-c1ccncc1	-0.5	-2	3	0	2	-5	-2	3	-3
47	COc1ccc(OCC(=O)N2CCN(C(=O)c3ccccc3)CC2)cc1	1.4	7	-15	5	-4	8	-4	-2	1
48	Cc1ccc(C(=O)Nc2nnc(COc3ccccc3)s2)cc1	0.1	-3	1	15	11	1	12	6	1
49	CCc1ccc(/C=N/NC(=O)c2cc(-c3ccccc3OC)nc3ccccc23)s1	1.8	3	6	33	-7	-4	56*	5	3

In a second layout: entries from further up.
#29 CCc1nn(CCCC(=O)NCc2ccc(OC(C)C)cc2)c(=O)c2cc3occc3n12
  PP5 primary: 0.5; TPT1 inhibitor: 1; PP1 counter: 1; AHR activator: -8; proCasp3 act: 0; PAFAH2 FP inh: 2; core dimer inh: 6; procasp7 counter: -3; Fh CTSL1 inh: 2
#41 Clc1ccc(C2CC(c3ccco3)n3ncnc3N2)cc1Cl (stereo not given)
  PP5 primary: -1.0; TPT1 inhibitor: -3; PP1 counter: 7; AHR activator: 6; proCasp3 act: -4; PAFAH2 FP inh: -10; core dimer inh: -3; procasp7 counter: -3; Fh CTSL1 inh: 7
#30 O=C(CSc1nnnn1CCCO)Nc1ccc2c(c1)OCO2
  PP5 primary: 0.0; TPT1 inhibitor: -5; PP1 counter: -2; AHR activator: 55*; proCasp3 act: 5; PAFAH2 FP inh: 4; core dimer inh: 3; procasp7 counter: 0; Fh CTSL1 inh: 0
#39 Cc1ccc(OCCn2cnc3sc(C(N)=O)c(C)c3c2=O)cc1
  PP5 primary: 1.2; TPT1 inhibitor: -1; PP1 counter: -5; AHR activator: 2; proCasp3 act: -4; PAFAH2 FP inh: .; core dimer inh: 2; procasp7 counter: 11; Fh CTSL1 inh: 1

Rows are unselected. About 5.6% of those tested had a hit in this group.
